Screening results from PubChem BioAssay.
SIRT5 inh – sirtuin-5 (human) deacylase inhibition. hit rate 1.1% among 330,000. inhibition, % at 15 µM. Q9NXA8. Purified SirT5, succinyl-peptide AMC, trypsin-coupled fluorescence; in the data active means inhibition above about 15%; inconclusive means no clear call, values can overlap the other calls
Target sequence (Q9NXA8 whole entry, looked up): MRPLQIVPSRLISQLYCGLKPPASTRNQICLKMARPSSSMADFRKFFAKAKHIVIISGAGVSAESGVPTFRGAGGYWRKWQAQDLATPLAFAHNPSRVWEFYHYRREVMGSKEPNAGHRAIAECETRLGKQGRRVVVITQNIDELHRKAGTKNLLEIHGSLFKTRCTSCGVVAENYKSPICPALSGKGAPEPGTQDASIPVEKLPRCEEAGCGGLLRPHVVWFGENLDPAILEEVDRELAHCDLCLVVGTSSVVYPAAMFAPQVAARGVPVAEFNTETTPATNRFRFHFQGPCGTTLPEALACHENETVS
S100A4 MyoIIA – S100A4-myosin IIA interaction inhibition; P26447; S100A4/TAMRA-MyoIIA peptide fluorescence polarization; inhibition, % at 10.7 µM; hit rate 0.14% among 360,000;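 active means mean inhibition of at least 70% across replicates, with every replicate also reaching that level; inconclusive means mean inhibition reaches 70% but some replicates fall short; inactive means mean inhibition below 70%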
Target sequence (P26447 whole entry, looked up): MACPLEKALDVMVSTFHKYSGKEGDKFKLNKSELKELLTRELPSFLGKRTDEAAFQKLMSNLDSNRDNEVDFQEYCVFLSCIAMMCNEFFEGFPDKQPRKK
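Material: human S100A4 monomer with TAMRA-labelled myosin IIA peptide; buffer or medium: HEPES pH 7.2 with CaCl2, KCl, NaCl, DTT, Triton; compound dosing: one concentration per compound; schedule: 5 min incubation before reading; benchmarks: neutral control DMSO, positive control TFP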
C2C12 statin – protects C2C12 myotubes from simvastatin toxicity. ATP luminescence, 48 h; scaled: DMSO 0, geranylgeraniol control 100. rescue of ATP level, % at 7.49 µM. hit rate 0.78% among 330,000. AID 602340;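 active means mean ATP rescue above about 67%, or every replicate alone reaching that limit, limit read from the data, passing the limit was not always enough; inconclusive means no clear call, values can overlap the other calls; inactive means mean under the limit and some replicate under it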;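 further: myotubes were challenged with 10 µM simvastatin during compound exposure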
CASP6 VEID inh – caspase-6 (human) enzyme inhibition; P55212; purified caspase-6, Z-VEID-R110 cleavage fluorescence; inhibition, % at 12.5 µM; hit rate 0.53% among 350,000; AID 686996;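 active means mean inhibition across replicates at least about 35%, with every replicate also reaching that limit, limit read from the data; inconclusive means only one of the two criteria met; inactive means neither criterion met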;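 further: 0% = median of neutral control wells and 100% = no fluorescence left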
Target sequence (P55212 24-179 limits assumed): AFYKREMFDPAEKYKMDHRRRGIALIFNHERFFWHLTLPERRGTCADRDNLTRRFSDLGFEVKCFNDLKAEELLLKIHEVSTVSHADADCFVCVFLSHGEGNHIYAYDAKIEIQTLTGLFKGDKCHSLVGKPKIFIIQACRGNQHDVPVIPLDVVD
Target sequence (P55212 194-293 limits assumed): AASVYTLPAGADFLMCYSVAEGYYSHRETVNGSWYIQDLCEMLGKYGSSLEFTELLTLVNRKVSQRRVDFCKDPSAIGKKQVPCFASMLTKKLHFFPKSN
esBAF inh – inhibitors of esBAF chromatin remodeling in mouse ES cells; Bmi1-luciferase knock-in reporter, 24 h; 100% = twice the neutral-well signal; hit rate 2% among 350,000; reporter increase, % at 12.5 µM; in the data active means activation above about 40%; inconclusive means no clear call, values can overlap the other calls;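 further: 0% = median of the plate's neutral control wells and 100% = double that signal; a rise in the Bmi1 reporter signal indicates esBAF inhibition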
LGR2 antag – Drosophila LGR2 receptor signaling inhibition | HEK293 LGR2, CRE-luciferase, bursicon-stimulated, 4 h | inhibition, % at 9.99 µM | hit rate 0.35% among 380,000 | AID 720647;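 active means drop in luminescence signal, shown as inhibition above about 50% in the replicate tests, limit read from the data, passing the limit was not always enough; inconclusive means probably only some replicates passing the limit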;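 further: agonist challenge used bursicon conditioned medium at about half maximal strength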
FN deposition inh – fibronectin deposition inhibition. hit rate 0.086% among 350,000. AH1F fibroblasts, Alexa488-fibronectin deposition fluorescence, overnight. AID 743247. inhibition, % at 12.6 µM;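 active means mean inhibition across replicates of 30% or more, regardless of how many single replicates reach that level; inconclusive means mean under 30% yet at least half of replicates reach 30%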;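 further: positive control wells lacked labelled fibronectin entirely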
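material = AH1F fibroblast monolayer depositing Alexa488-labelled fibronectin into matrix | amount = 10000 AH1F cells/well | buffer or medium = DMEM plus 2% serum, read in PBS | incubation = 1 h cell adhesion before compound, then overnight fibronectin incubation | detection = fluorescence at 485 nm excitation, 525 nm emission | evaluation = percent inhibition as loss of matrix-bound fibronectin fluorescence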
The depositor's hits bear a star; ? = inconclusive; / = no result given. The list is partial; count on the stated rates, not on these rows.

Compound	SIRT5 inh	S100A4 MyoIIA	C2C12 statin	CASP6 VEID inh	esBAF inh	LGR2 antag	FN deposition inh
O=C(O)c1cccc(S(=O)(=O)Nc2ccc(S(=O)(=O)N3CCOCC3)cc2)c1	0.4	-3.3	-5.5	14.7	-4.6	-0.8	2.1
Cc1ccccc1NC(=S)N(Cc1ccccc1)Cc1cccs1	-0.9	-3.0	/	-6.7	/	31.1	3.5
CSc1nncc(=O)[nH]1	/	/	5.9	/	-8.1	19.3	3.3
C[C@H]1CN([C@@H](C)CO)C(=O)c2cc(C#Cc3cccc(F)c3)cnc2O[C@H]1CN(C)C(=O)C1CCC1	1.8	1.4	8.6	-4.9	-6.6	6.0	/
CC(OC(=O)CCCOc1ccccc1)C(=O)Nc1ccc(Cl)cn1 (configuration not stated)	0.7	-5.3	-8.4	4.2	0.8	0.9	-5.2
COC(=O)C1=CN(CC2CCCO2)C=C(C(=O)OC)C1c1cc(OC)c(OC)c(OC)c1 (configuration not stated)	/	/	21.2	/	-2.5	/	-12.7
Cc1cnc(NC(=O)CCc2ccccc2)s1	-3.6	-1.2	-37.0	-1.3	17.8	-53.1	8.8
CN(C)CCCNCCCNC(=O)/C(=N\O)c1ccccc1	-4.7	1.9	6.3	-66.8	-3.8	1.7	-2.2
O=C(c1ccccn1)N1C[C@H]2[C@@H](c3ccccc31)[C@H](CO)N2C(=O)C1CCCCC1	5.3	-2.0	-18.8	-1.4	-7.6	5.5	0.3
CN(CC(=O)N1CCOCC1)C(=O)CSc1nc2ccccc2s1	4.2	-0.8	/	-0.5	/	-16.7	5.1

Other records:
Compound	SIRT5 inh	S100A4 MyoIIA	C2C12 statin	CASP6 VEID inh	esBAF inh	LGR2 antag	FN deposition inh
CCN1[C@@H]2c3ccc(-c4ccccc4F)c(=O)n3C[C@H]1[C@H](CO)[C@H]2C(=O)N1CCCCC1	-0.6	-1.1	-10.4	-1.1	-3.6	-19.3	/
COc1cccc(NC(=O)N2CCC(NC(=O)C3CCCCC3)CC2)c1	-5.0	-17.3	-23.4	-0.8	0.5	13.9	2.0
N#C/C(=C/Nc1ccccc1C(=O)O)C(N)=O	5.0	-0.8	/	1.2	/	4.8	1.6
O=c1[nH]cccc1-c1nc2ccccc2n1Cc1ccc(F)cc1	-38.5	28.3	8.6	-2.4	-0.6	-11.5	-0.1
O=C1c2ccccc2-c2cccc(NS(=O)(=O)c3ccc(C(F)(F)F)cc3)c21	/	/	-4.8	/	6.5	/	4.0
CCOC(=O)C1(Cc2ccccc2)CCCN(C(=O)C=C(C)C)C1 (configuration not stated)	1.2	0.6	6.5	-0.9	59.6*	-18.0	-6.8
O=C(Nc1ccc(S(=O)(=O)N2CCOCC2)cc1)c1ccc(F)cc1	-5.7	-1.4	-6.4	0.1	-6.6	-18.5	-5.0
CCCCCn1c(N2CCOCC2)nc2c1c(=O)n(CC(N)=O)c(=O)n2C	/	/	4.7	/	0.9	26.0	/
O=C(NC1CCCCCC1)C(=O)NC1CC1	-8.5	-3.0	-2.4	-1.0	8.9	10.5	1.8
Cc1nnc(SCc2nnc(-c3ccccc3Br)o2)s1	-8.6	-2.7	/	0.5	/	-11.7	-7.0

Next entries:
Compound	SIRT5 inh	S100A4 MyoIIA	C2C12 statin	CASP6 VEID inh	esBAF inh	LGR2 antag	FN deposition inh
CCCn1c(C2CCCN2c2nc(C)cs2)nc2cc(Cl)c(Cl)cc21 (configuration not stated)	/	-2.2	6.2	1.4	2.1	3.0	-11.3
O=C(N/N=C/c1ccccc1C(=O)O)c1cccc(S(=O)(=O)N2CCOCC2)c1	-0.8	-6.9	0.8	0.8	-8.5	-14.7	10.7
COc1ccccc1C(=O)Nc1ccc2c(c1)OC[C@H](C)N(C)C[C@H](C)[C@H](OC)CN(C)C2=O	-2.3	-12.0	3.9	3.6	-7.6	-1.5	-16.7
COc1ccc(SCCC(=O)NCc2ccncc2)cc1	/	-7.3	/	-0.5	/	-8.9	-0.6
Cc1cccc(OC(=O)c2ccncc2)c1C	0.3	0.6	/	0.4	/	3.8	7.1
COc1cc(C(=S)N2CCCC2)ccc1OCc1ccc(C)cc1	-4.1	4.2	-18.4	2.1	46.6*	-62.9	-4.1
Cn1c(CCNC(=O)c2ccco2)nc2cc(NC(=O)c3ccco3)ccc21	/	/	-18.4	/	51.4*	/	0.0
COc1ccccc1N1CCN(C2CC(=O)N(C)C2=O)CC1 (configuration not stated)	-5.7	-8.9	/	-32.0	/	6.8	-20.2
COc1ccccc1CN(C)C[C@H]1OCc2cn(nn2)CCCC(=O)N([C@H](C)CO)C[C@@H]1C	/	/	-1.0	/	-2.5	1.7	2.9
O=C(N/N=C/c1ccc(OC(=O)c2cccc(Br)c2)cc1)c1cccnc1	3.4	1.4	-44.1	/	1.4	7.1	10.1

The list continues.
Compound	SIRT5 inh	S100A4 MyoIIA	C2C12 statin	CASP6 VEID inh	esBAF inh	LGR2 antag	FN deposition inh
COC(=O)C[C@@H]1C[C@H]2c3cc(NC(=O)NC4CCCC4)ccc3O[C@H]2[C@@H](CO)O1	-1.6	0.8	-6.9	-0.8	-3.4	-1.9	7.9
C#CCOCCOCCOCCNc1nc(N2CCN(C(=O)[C@H](CCCCN)n3cc([C@@H](N)C(C)CC)nn3)CC2)nc(N2CCN(C(=O)[C@H](CCCCN)n3cc([C@@H](N)CC(C)C)nn3)CC2)n1 (some centres not stated)	/	-4.5	-4.9	-323.7	-11.1	16.2	-0.9
CC1(C)C2CCC(C2)C1(C)NC(=O)CN1CCN(Cc2ccccc2)CC1 (configuration not stated)	-3.5	1.9	/	-1.7	/	-1.9	/
O=C(Nc1cc(Cl)cc(Cl)c1)C1CC(=O)N(C2CCCC2)C1 (configuration not stated)	1.4	7.6	-12.4	11.7	-5.9	-17.9	-3.1
COc1ccc(/C(N)=N/OC(=O)CSc2ccccc2)cc1OC	/	/	-22.1	/	?	/	4.4
COc1cc(/C=C/C(=O)OC2CC3CCC2(C)C3(C)C)ccc1O (configuration not stated)	2.0	-9.0	8.3	3.3	46.6*	/	/
Cc1ccc(O)c(C(=O)/C=C/c2ccc3c(c2)OCCCO3)c1	-4.9	-2.9	/	0.3	/	-29.5	/
O=C(OC1CCOC1=O)c1ccc(Cl)c(S(=O)(=O)N2CCOCC2)c1 (configuration not stated)	-9.3	-0.8	-4.1	40.4*	-7.1	-12.3	12.8
O=C(O)c1cc(N2C(=O)CCC2=O)ccc1Cl	-0.9	-1.7	-1.7	1.2	-8.4	4.1	-14.8
C[C@@H]1CN([C@@H](C)CO)C(=O)c2cccc(NC(=O)c3ccc(-c4nccs4)cc3)c2O[C@H]1CN(C)C(=O)Nc1ccccc1	-0.9	8.6	/	-5.6	-1.3	0.6	/

Carrying on:
Compound	SIRT5 inh	S100A4 MyoIIA	C2C12 statin	CASP6 VEID inh	esBAF inh	LGR2 antag	FN deposition inh
CCC(C)NC(=O)c1cnn2c1NC(c1ccc3c(c1)OCO3)CC2C(F)(F)F (configuration not stated)	/	/	-22.0	/	-1.3	/	-7.4
O=S(=O)(Nc1ccc(-c2ccc3nncn3n2)cc1)c1cc(F)ccc1F	-3.0	-4.4	-11.3	-0.8	-4.3	4.8	3.7
CCOc1cc(CNCC(C)C)c(Cl)cc1OCC(=O)Nc1ccccc1	-2.4	-8.2	3.5	0.5	10.5	29.3	3.1
CCc1c(C)nc(SCC(=O)N2CCCCC2)[nH]c1=O	-1.9	-7.1	16.6	-2.4	-8.0	12.9	4.9
COCC#Cc1cnc2c(c1)C(=O)N([C@@H](C)CO)C[C@H](C)[C@@H](CN(C)C(=O)c1cccc(F)c1)O2	-1.1	12.9	5.3	1.3	-0.8	-0.7	-5.5
O=c1cc(-c2ccccc2)c2c(O)cc(O)cc2o1	2.5	-5.2	-5.8	1.8	4.0	-10.3	2.4
Cc1ccc2c(c1)C1CN(C)CCC1N2C(=O)COc1ccc(N(C)S(=O)(=O)c2cccs2)cc1 (configuration not stated)	-2.3	8.0	/	-3.6	/	8.4	3.3
O=C1CNC[C@H]2[C@@H](c3ccc(C4=CCCC4)cc3)[C@@H](CO)N12	-3.6	-2.9	/	1.3	/	3.0	-0.6
CCC(=O)N(C)C[C@@H]1Oc2cc(C#CCOC)ccc2S(=O)(=O)N([C@@H](C)CO)C[C@H]1C	1.0	10.3	-9.7	0.5	-7.8	30.9	-19.6
O=C(COC(=O)c1ccc(S(=O)(=O)N2CCCCC2)cc1)NCc1ccco1	1.0	4.0	1.3	4.7	0.1	1.6	2.0

The list continues.
Compound	SIRT5 inh	S100A4 MyoIIA	C2C12 statin	CASP6 VEID inh	esBAF inh	LGR2 antag	FN deposition inh
N#CCCN1CCCN(CCC#N)CCN(CCC#N)CCCN(CCC#N)CC1	-1.9	5.0	-0.9	-52.0	0.2	8.4	0.3
CC(C)(C)C1CCC(=NNS(=O)(=O)c2ccc(Br)cc2)CC1 (configuration not stated)	/	/	1.6	/	12.2	/	7.7
COc1ccc(/C=C(\C#N)C(=O)OCC(=O)NCc2ccccc2)cc1	-1.7	-1.0	/	-2.2	/	7.0	-0.3
CC(C)NC(=O)N(C)C[C@H]1Oc2cc(C#Cc3ccccn3)ccc2S(=O)(=O)N([C@H](C)CO)C[C@H]1C	-2.4	-1.3	14.6	3.3	-11.1	-7.5	/
Cc1ccnc(N2CCN(c3cc(C)c(C#N)c4nc5ccccc5n34)CC2)c1	/	/	-2.1	/	-10.5	/	-2.2
CC(C)CCn1c(SC(C)C(=O)NC2CC2)nc2ccccc2c1=O (configuration not stated)	0.6	/	10.8	/	-5.4	0.7	4.0
COc1ccc(/C=N/n2c(C)nc3sc(C)c(C)c3c2=O)cc1OC	-0.2	-3.1	/	4.7	/	-5.9	0.8
CN(CC(=O)Nc1cccc(F)c1)C(=O)c1cccc2ccccc12	-3.0	21.6	-5.7	1.4	13.0	21.8	3.9
CCC(=O)N1CCCCN2[C@H](CO)[C@@H](c3ccc(C#CCOC)cc3)[C@@H]2C1	7.9	6.8	-3.8	-0.3	4.9	7.3	/
CC(=O)Oc1ccc2cc(-c3ccccc3)c(=O)oc2c1	-14.4	2.4	1.1	-3.5	60.3*	-40.4	-2.8
COc1ccc(NC(=O)N(C)C[C@@H]2OCCCC[C@@H](C)Oc3ccc(NC(=O)NC4CCCCC4)cc3C(=O)N([C@H](C)CO)C[C@H]2C)cc1	6.3	13.6	/	-1.5	13.2	3.4	4.8
Cc1ccc(Cn2nc(-c3ccccc3)nc2-c2ccccc2)cc1	/	/	5.6	/	36.4	/	3.2
O=[N+]([O-])c1cccc(CSc2nnc3ccccn23)c1	0.6	-1.1	/	-1.1	/	12.2	/
